SIAH1 antagonists = Siah-1 peptide-binding antagonists, primary screen, biochemical, fluorescence polarization, rhodamine-plectin, uHTS (AID 1817) | displacement, % at 20 µM; hits with a dose series show IC50 in µM | 0.02% of 290,000 active | Siah-1 / rhodamine-plectin peptide fluorescence polarization; higher % means a stronger effect;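 active = displacement of at least 50% at 20 µM, with a fluorescence ratio check between 0.3 and a set limit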;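 note: plate controls were Siah plus tracer with DMSO for no effect and tracer alone without Siah for full effect; strong numbers were not always called active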
P. falciparum M1AAP = P. falciparum M1AAP inhibitors, biochemical, fluorogenic H-Leu-NHMec substrate, 1536-well (AID 1445); recombinant M1AAP, H-Leu-NHMec fluorogenic kinetic assay; higher % means a stronger effect; 0.42% of 220,000 active; one-dose inhibition, % at 30 µM; IC50 in µM for titrated hits;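 active = primary inhibition above the hit cutoff, then over 50% inhibition at one or more dose response concentrations, cut at about 23% in these data, passing the limit was not always enough; inconclusive = conflicting primary data, or primary hits not chosen for dose response; inactive = low primary inhibition, or under 50% at every dose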;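 note: plate controls were DMSO full reaction for no effect and no enzyme background for full effect; strong numbers were not always called active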
Yfh1-off respiration = mitochondrial function rescue without frataxin homolog – Friedreich's ataxia, plus single-dose screen, dose response (AID 1465); S. cerevisiae Yfh1-off respiration, WST-1 reduction, 72 h; higher fold induction means a stronger effect; one-dose fold induction at 50 µM; EC50 in µM for titrated hits; 0.074% of 220,000 active;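 active = fold induction of absorbance versus untreated yeast above a set limit, then at least 30% activation at any dose in follow-up; inconclusive = repeats straddling the limit, or above it without dose testing; inactive = fold induction below the set limit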;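 note: activators that raise dye reduction in frataxin-depleted yeast; strong numbers were not always called active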
Salmonella PhoP GFP = inhibitors of PhoP regulon expression, primary screen, Salmonella Typhimurium, GFP reporter (AID 1863); S. Typhimurium PhoP-regulated promoter GFP reporter, 4 h; higher % means a stronger effect; 0.16% of 300,000 active; inhibition, % at 50 µM, or IC50 in µM where a hit was titrated;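 active = inhibition over 29.93%, a cutoff 3 SD above the screen mean, later confirmed by dose response; inconclusive = inhibition over 29.93% but no dose response follow-up; inactive = inhibition at most 29.93% or unconfirmed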;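 note: 0% = low Mg2+ inducing control and 100% = high Mg2+ repressing control; strong numbers were not always called active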
XIAP antagonists = small molecules displacing peptide from XIAP – biochemical, IAP family, fluorescence polarization (AID 1018); XIAP BIR domain, fluorescence polarization peptide displacement; higher % means a stronger effect; 0.007% of 200,000 active; one-dose displacement, % at 20 µM; IC50 in µM for titrated hits; in the data active = displacement above about 50%; note: a part of the inactive calls stands beside numbers as strong as those of hits
ER stress rescue = rescue of cells from ER stress-induced death, primary screen, 384-well, CSM14.1, thapsigargin, ATP luminescence (AID 1222). 190,000 tested, under 10 active. CSM14.1 thapsigargin-induced death rescue, ATP luminescence; higher % means a stronger effect. cellular ATP content (survival), % at 20 µM; hits with a dose series show EC50 in µM;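 active = EC50 below 50 µM in the dose-response confirmation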;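 note: death triggered by thapsigargin at about 15 µM added after 2 h compound pretreatment; cell ATP read after overnight thapsigargin exposure of roughly 18 to 22 hours; normalized against plate controls of thapsigargin alone and 5% DMSO vehicle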
West Nile antiviral = West Nile virus antiviral activity, cell-based, CPE readout (AID 1621); West Nile virus-infected cells, CPE inhibition; higher % means a stronger effect; CPE inhibition, % at 10 µM, or IC50 in µM where a hit was titrated; 0.02% of 290,000 active; in the data active = a potency from the dose series; inconclusive = CPE inhibition mostly from about 3.7% at the one dose, without a potency; inactive = the rest, 99 in 100 with CPE inhibition below about 2.2%; note: strong numbers were not always called active
P. falciparum M17LAP = P. falciparum M17LAP inhibitors, primary screen, biochemical, fluorogenic H-Leu-NHMec substrate, 1536-well (AID 1619). recombinant M17LAP, H-Leu-NHMec fluorogenic kinetic assay; higher % means a stronger effect. 0.38% of 220,000 active. one-dose inhibition, % at 30 µM; IC50 in µM for titrated hits;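 active = compound inhibiting the enzyme by more than half at any dose during confirmatory dose-response retesting; inconclusive = strong single-dose inhibitors picked by rank but not retested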;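 note: plate controls were full reaction with DMSO carrier for no effect and no enzyme background for full effect; strong numbers were not always called active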
PMI inhibition = human PMI inhibitors, high substrate, primary screen, biochemical, fluorescence intensity, high mannose 6-phosphate (AID 1220) | inhibition, % at 20 µM; hits with a dose series show IC50 in µM | recombinant PMI enzyme, coupled fluorescence intensity; higher % means a stronger effect | 0.66% of 190,000 active; in the data active = inhibition above about 50%
* marks the source's active call; other numbers are inactive results; i = inactive; ? = inconclusive; . = no result given.

SMILES	SIAH1 antagonists	P. falciparum M1AAP	Yfh1-off respiration	Salmonella PhoP GFP	XIAP antagonists	ER stress rescue	West Nile antiviral	P. falciparum M17LAP	PMI inhibition
COc1ccc2nc(Nc3nc(CSc4nnnn4-c4ccccc4)cc(=O)[nH]3)nc(C)c2c1	-4%	0%	i	-6%	-21%	11%	28%	5%	-5%
N#Cc1nc(-c2ccco2)oc1N1CCCC1	5%	-1%	i	8%	-0.1%	-0.8%	0.8%	-10%	2%
CN1C(=O)CSc2ccc(NC(=O)N3CCc4ccccc43)cc21	-1%	-1%	i	9%	-5.8%	-1.0%	-0.8%	5%	2%
CCCc1ccc(-c2ccc(F)c(N)c2)nc1	2%	6%	i	2%	-3.7%	-2.4%	-0.1%	9%	0%
CCCCOC(=O)NC1(C)CCS(=O)(=O)C1 (stereo unspecified)	-1%	-2%	i	-3%	-7.8%	2.6%	-0.3%	3%	11%
CCC1=C(OC(=O)N(CC)CC)N2C(=O)OC(=NCCc3c[nH]c4ccccc34)[C@]2(C)[C@H]2C1=CC[C@H]1C(=O)N(CC(=O)OC)C(=O)[C@H]12	-5%	9%	i	-3%	.	.	-1.4%	-7%	.
CCCCNC(=S)NC(C)(C)CO	15%	8%	i	-12%	-5.5%	-0.5%	0.8%	-4%	-1%
O=C(COc1ccccc1Cl)NCCc1ccc2c(c1)OCCO2	-6%	7%	i	0%	-6.5%	-2.2%	0.0%	8%	-5%
Cc1cccc(N2CCN(C(=O)CC(NC(=O)c3ccccc3)c3ccccc3)CC2C)c1 (stereo unspecified)	12%	-6%	i	-9%	1.7%	2.0%	-0.3%	0%	-4%
Cc1ccc(C(=O)NCCN2CCOCC2)cc1Cl	-7%	2%	i	12%	-5.5%	0.2%	-0.3%	11%	-12%
CCCCn1nnnc1SCC(=O)Nc1ccc(N(C)C)cc1	0%	4%	i	-6%	-3.2%	-1.6%	0.9%	-5%	9%
CC1(C(=O)O)CCC(C(=O)Nc2ccc(S(N)(=O)=O)cc2)C1(C)C (stereo unspecified)	-5%	12%	i	2%	-5.5%	-0.7%	0.1%	17%	-1%
CCOc1cccc2cc(C(=O)Nc3ccccc3-c3ccccc3)c(=O)oc12	1%	2%	i	-12%	-3.4%	1.5%	0.5%	-19%	12%
CCOc1ccc(OCCOCCOc2ccccc2Cl)cc1	6%	5%	i	-2%	-1.6%	-1.0%	-0.4%	8%	6%
CCN(CC)S(=O)(=O)c1ccc(-c2nnc(SCC(=O)N3CCOCC3)o2)cc1	-4%	-2%	i	8%	-10%	1.0%	0.4%	-17%	8%
COc1ccc2c(c1)c(CCN1C(=O)c3ccccc3C1=O)cn2C(=O)c1ccco1	1%	1%	i	11%	-2.8%	-1.1%	1.6%	-7%	17%
O=C(OCC#CCSc1nnc(-c2cccc3ccccc23)o1)c1cccs1	0%	10%	i	1%	-7.9%	-0.4%	-1.0%	-6%	13%
O=C(CSc1nc2cc(Cl)ccc2s1)c1ccco1	1%	-15%	i	11%	-2.9%	-1.3%	-0.5%	50%	4%
CCN(CC)c1ccc(/C=N/n2nnnc2N)c(O)c1	3%	9%	i	-2%	-11%	0.4%	-0.5%	13%	13%
CNc1nc(N)c(C(=O)Nc2cc(C)on2)s1	-2%	7%	i	1%	-2.3%	0.2%	0.5%	20%	6%
COC(=O)c1ccccc1NC(=O)CSc1nnc(-c2cccnc2)n1C	21%	-2%	i	0%	-8.9%	2.2%	-0.4%	-8%	14%
Cc1cc(/N=C/C=C2\N(C)c3ccccc3C2(C)C)n(CCC#N)n1	3%	9%	i	5%	-2.9%	1.0%	1.9%	17%	-2%
COc1cc(CNCc2cccs2)ccc1OCc1cccs1	5%	6%	i	5%	-5.6%	-2.0%	-0.6%	10%	9%
Cc1cccc(NC(=O)N[C@@H](C)C(=O)O)c1	2%	3%	i	-17%	-6.7%	-0.8%	0.1%	12%	1%
CC(C)(C)CC(=O)NC(=S)NCc1ccccc1	15%	0%	i	-1%	-6.8%	-1.9%	-1.2%	-3%	-2%
NS(=O)(=O)c1ccc(NC(=O)CCCC(=O)O)cc1	-3%	0%	i	4%	3.0%	-0.4%	1.0%	6%	-9%
CCNCCC(=O)N1c2ccccc2Sc2ccc(NC(=O)OCC)cc21	-6%	8%	i	0%	-5.7%	-4.4%	0.3%	-14%	4%
Cc1ccc(NC2=NCC(=O)N2Cc2ccc3c(c2)OCO3)cc1	4%	-1%	.	-1%	-8.6%	1.1%	.	3%	-15%
COc1ccc2c(=O)cc(-c3cccnc3)oc2c1OC	6%	5%	i	0%	.	.	1.5%	4%	.
Cc1cccc(C(=O)N/N=C/c2ccc3c(c2)OCO3)n1	2%	0%	i	4%	-3.9%	-2.7%	0.2%	13%	-3%
O=C(/C(=N\Nc1ccc(Br)cc1)Sc1nnnn1-c1ccccc1)c1ccccc1	0%	3%	i	-2%	-8.1%	-3.5%	-0.5%	-7%	5%
Cc1ccc2nc(SC(C(=O)Nc3ccc(F)cc3)c3ccccc3)[nH]c2c1 (stereo unspecified)	-1%	-1%	i	12%	-2.7%	0.7%	-1.0%	-4%	11%
O=C(OCCC1Oc2cccnc2NC1=O)c1ccc(F)cc1 (stereo unspecified)	2%	-1%	i	-10%	-2.6%	0.0%	0.1%	1%	-1%
COc1ccc(/C=N/Nc2nc(Nc3ccccc3)nc(N3CCCCC3)n2)cc1OC	-1%	0%	i	28%	-5.2%	8.1%	?	-3%	-4%
COC(CN(C(=O)CCl)C(C(=O)NC1CCCCC1)c1ccc(Cl)cc1)OC (stereo unspecified)	6%	0%	i	1%	-11%	0.6%	-1.4%	-14%	-15%
CN(CC(=O)Nc1ccc(F)c(F)c1F)C(=O)/C=C/c1ccc(Cl)cc1	16%	6%	i	-8%	-0.7%	-0.5%	-0.4%	3%	-14%
CC(C)CC(c1nnnn1CCc1ccccc1)N1CCC(C(N)=O)CC1 (stereo unspecified)	11%	-4%	i	6%	-10%	-5.3%	0.6%	3%	3%
CCSc1nnc2c(n1)OC=Nc1ccc(Br)cc1-2	2%	4%	i	-11%	-2.1%	.	0.1%	10%	-72%
COCCNC(=O)CSc1nc2ccccc2c2nc(C)nn12	-2%	-2%	i	7%	-2.1%	-0.7%	0.1%	7%	9%
Cc1ccc(/C=C/C(=O)c2ccccc2O)cc1	-3%	14%	i	1%	.	.	0.0%	3%	.
COc1ccc(C2/C=C\CN(CC(C)(C)C)CC(=O)N2Cc2ccc(F)cc2)cc1 (stereo unspecified)	7%	6%	i	2%	.	.	-0.5%	10%	.
Cc1ccc(NC(=O)COC(=O)c2ccc([N+](=O)[O-])o2)cc1S(=O)(=O)N1CCCCCC1	0%	9%	i	3%	-8.3%	-1.0%	-0.6%	26%	10%
O=[N+]([O-])c1ccc(SCCc2ccccn2)cc1	6%	2%	i	-3%	.	.	0.2%	4%	.
Clc1ccccc1CSc1nncn1-c1cccnc1	1%	0%	i	3%	-0.3%	7.8%	-0.5%	-8%	-7%
CN(C)c1ccc(/C=C/C(O)=C2/C(=O)N(C)C3(C)CC2c2ccccc2O3)cc1 (stereo unspecified)	-2%	4%	i	-32%	-0.1%	.	0.5%	-5%	-18%
CN(C1CCCCC1)S(=O)(=O)c1ccc(-n2cnnn2)cc1	-7%	0%	i	-19%	-5.2%	-1.5%	-0.4%	8%	8%
CC(C)N(Cc1nc(-c2ccccc2)no1)S(=O)(=O)c1ccccc1	-3%	-2%	i	17%	-3.6%	-1.8%	-0.6%	2%	3%
COc1ccccc1N(C)S(=O)(=O)c1ccc(C(=O)OCC(=O)NCc2cccs2)cc1	-2%	5%	i	2%	.	.	0.1%	-2%	.
CN(C)/C=C1\N=C(c2ccccc2)OC1=O	2%	13%	i	0%	-5.7%	.	0.3%	13%	4%
CCc1nc(CN2CCCC(C(=O)c3ccc4c5c(cccc35)CC4)C2)c(C)[nH]1 (stereo unspecified)	7%	8%	i	12%	-5.6%	-0.5%	-0.6%	-59%	5%
CC(C)CN=CC1=C(O)c2ccccc2C1=O	-6%	4%	i	1%	.	.	-0.1%	8%	.
C#CCOCCOCCOCCNc1nc(N2CCN(C(=O)[C@H](CCCCN)n3cc([C@@H](N)C(C)CC)nn3)CC2)nc(N2CCN(C(=O)[C@H](CCCCN)n3cc([C@@H](N)CC(C)C)nn3)CC2)n1 (stereo partly specified)	8%	4%	i	7%	-1.2%	-2.0%	0.0%	1%	-14%
COc1nc(N2CCCC2)nc(-n2nnc(C(C)=O)c2C)n1	-2%	4%	i	7%	-2.6%	-0.4%	0.6%	-3%	-9%
Oc1ccc(-c2nc3ccc4ccccc4c3c3c2CCC3)cc1O	0%	5%	i	16%	-10%	-1.9%	?	12%	-5%
COC(=O)c1cc(Sc2c(Cl)cccc2Cl)ccn1	-4%	3%	i	-8%	-8.3%	0.5%	-0.2%	-3%	-14%

A stretch from the list above, as a working copy:
SMILES	SIAH1 antagonists	P. falciparum M1AAP	Yfh1-off respiration	Salmonella PhoP GFP	XIAP antagonists	ER stress rescue	West Nile antiviral	P. falciparum M17LAP	PMI inhibition
C#CCOCCOCCOCCNc1nc(N2CCN(C(=O)[C@H](CCCCN)n3cc([C@@H](N)C(C)CC)nn3)CC2)nc(N2CCN(C(=O)[C@H](CCCCN)n3cc([C@@H](N)CC(C)C)nn3)CC2)n1 (stereo partly specified)	8%	4%	i	7%	-1.2%	-2.0%	0.0%	1%	-14%
COc1nc(N2CCCC2)nc(-n2nnc(C(C)=O)c2C)n1	-2%	4%	i	7%	-2.6%	-0.4%	0.6%	-3%	-9%
Oc1ccc(-c2nc3ccc4ccccc4c3c3c2CCC3)cc1O	0%	5%	i	16%	-10%	-1.9%	?	12%	-5%
COC(=O)c1cc(Sc2c(Cl)cccc2Cl)ccn1	-4%	3%	i	-8%	-8.3%	0.5%	-0.2%	-3%	-14%
